Source: PubChem BioAssay (Broad Institute)
PGC1a acetyl inh = inhibitors of PGC1a acetylation signal, primary screen, cell-based, U2OS, AlphaScreen, inhibitor mode | inhibition, % at 15.6 µM | AlphaScreen anti-acetyl-lysine; with virally co-expressed GCN5 acetyltransferase | 350,000 tested, 0.17% active;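 active = every replicate shows inhibition of at least 40%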;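 also: 0% = neutral control wells and 100% = positive control wells; some results beyond the cut were filed as inactive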
F508del corr = F508del CFTR correction, initial screen, CFBE line, single point; CFBE cells, YFP halide quenching; stimulated with forskolin plus potentiator P3; % fluorescence drop versus neutral controls; activity (quench increase), % at 7.58 µM; 350,000 tested, 0.36% active; AID 720511, 2013;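 active = mean added fluorescence quench of at least 8% versus neutral control, with both replicates also reaching 8%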;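 also: cells transiently co-express mutant CFTR-F508del with the halide-sensitive YFP; corrector assay measuring rescue of mutant channel to the surface after 24 h compound exposure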
FN deposition inh = inhibitors of fibronectin matrix deposition, primary screen, AH1F cells, Alexa488-fibronectin fluorescence, plate reader; AID 743247, 2014; inhibition, % at 12.6 µM; 350,000 tested, 0.086% active; AH1F fibroblasts, overnight;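 active = mean inhibition across replicates of 30% or more, regardless of how many single replicates reach that level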;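 also: positive control wells lacked labelled fibronectin entirely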
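Schedule: 1 h cell adhesion before compound, then overnight fibronectin incubation; test system: AH1F fibroblast monolayer depositing Alexa488-labelled fibronectin into matrix; quantity: 10000 AH1F cells per well; probe or stimulus: fluorescent fibronectin at 24 nM final; signal: fluorescence, ex 485 nm, em 525 nm; evaluation: percent inhibition as loss of matrix-bound fibronectin fluorescence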
PglD DTNB = C. jejuni PglD acetyltransferase inhibitors, primary screen, biochemical, DTNB colorimetric, single point. UDP-N-acetylbacillosamine N-acetyltransferase PglD (Campylobacter jejuni). purified PglD enzyme, DTNB colorimetric CoA detection. inhibition, % at 12.5 µM. 360,000 tested, 0.098% active; in the data active = inhibition above about 16%, passing the limit was not always enough; also: strong numbers were not always called active
Statin myotox sup = suppressors of statin myotoxicity in C2C12 myotubes, primary screen, cell-based, single point, plate reader; C2C12 myotubes + simvastatin, ATP luminescence, 48 h; scaled: DMSO 0, geranylgeraniol control 100; rescue of ATP level, % at 7.49 µM; 330,000 tested, 0.78% active; AID 602340, 2012;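 active = mean ATP rescue above about 67%, or every replicate alone reaching that limit, limit read from the data, passing the limit was not always enough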;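 also: myotubes were challenged with 10 µM simvastatin during compound exposure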
Cneo AK release = Cryptococcus neoformans cell lysis inducers, primary screen, AK release luminescence, single concentration | AID 651654, 2012 | lysis activity, % at 15 µM | 360,000 tested, 0.2% active | C. neoformans lysis, adenylate kinase release luminescence, 4 h; normalised: neutral wells 0, clomiphene wells 100;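 active = mean lysis activity across replicates of at least 80%, whatever share of replicates individually reach that level; inactive = mean lysis activity below 80%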
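Material – log-phase Cryptococcus neoformans yeast cells · Input – 5 × 10^6 yeast cells/mL · Medium – fresh YPD growth medium · Doses – single compound concentration per well · Timing – static 4 h at 37 °C with compound, 1 h detection · Detection – adenylate kinase release luminescence · Read-out – signal increase indicating cell lysis · Control set – Clomiphene as positive lysis control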
miR-122 sensor = miR-122 Renilla sensor signal increase in Huh7, primary screen, miR-122 inhibitor project, cell-based, single point, plate reader | Huh7 miR-122 Renilla luciferase sensor, 48 h; neutral wells = 0, positive control = 100 | activation (reporter increase), % at 12.5 µM | 340,000 tested, 0.3% active | AID 602342, 2012;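 active = mean replicate activation score at least 90 and every replicate individually at or above 90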;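 also: higher luciferase means less miR-122 activity so hits act as miR-122 inhibitors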
INS-1E GSIS act = GLuc luminescence reporter in INS-1E cells, primary screen for activators of glucose-dependent secretion of insulin; INS-1E GLuc reporter insulin secretion, 2-3 h; AID 743287, 2014; activation, % at 16.6 µM; 370,000 tested, 0.61% active;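 active = lowest replicate activation of at least 40%, so every replicate reaches that level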;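 also: 0% = median of neutral control wells and 100% = median of IBMX positive control wells; some compounds called inactive have numbers as strong as hits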
* hit, by the source's call; / = not tested or not shown; [ ] = dose if it differs, or a comment.

No.	SMILES	PGC1a acetyl inh	F508del corr	FN deposition inh	PglD DTNB	Statin myotox sup	Cneo AK release	miR-122 sensor	INS-1E GSIS act
1	CCOC(=O)Cn1c(=NC(=O)c2sc3ccccc3c2Cl)sc2cc(S(N)(=O)=O)ccc21	18	/	-17	-2	3	0	1	71*
2	Cn1c(N)c(C(=O)CSc2nnc(-c3c[nH]c4ccccc34)n2C2CC2)c(=O)[nH]c1=O	/	-1.0	3	-1	1	7	/	-2
3	CC(=O)c1c(C)[nH]c(C(=O)CSc2nc3ccccc3c(=O)n2CCCN2CCOCC2)c1C	/	/	4	-1	/	3	-2	/
4	Clc1ccc(-c2nc(NCCN3CCOCC3)c3ccccc3n2)cc1	-10	/	/	-1	-31	4	-15	/
5	CSCC(=O)N1CCC(n2nccc2NC(=O)CCc2ccccc2)CC1	3	2.2	-5	-3	24	-1	1	20
6	CC(=O)n1c2ccccc2c2ccccc21	6	/	4	-2	-2	-4	0	-1
7	O=C(C[C@@H]1CC[C@H](NC(=O)c2ccccc2)[C@@H](CO)O1)NCCc1ccncc1	-15	1.5	-4	1	4	-4	/	6
8	CCC(=O)c1ccc(OCCN2CCOCC2)cc1	-1	/	3	2	2	-2	-14	/
9	O=C(Cc1cccs1)N1CCC(c2nc3c(nnn3Cc3ccccc3Cl)c(=O)[nH]2)CC1	-5	/	2	-6	0	0	-4	-1
10	CN(Cc1ccccc1)C(=O)COC(=O)c1c[nH]c2ccccc12	-30	3.0	/	1	6	1	4	3
11	COc1ccc(N(C)S(=O)(=O)c2ccc3c(c2)CCN3C(=O)C2CC2)c(OC)c1	-3	-1.6	7	3	-15	-4	2	/
12	Cc1ccccc1-c1cc2nc(NCCOc3ccccc3)n(C)c(=O)c2s1	-14	1.6	/	0	14	5	0	21
13	O=C(C[C@@H]1CC[C@@H]2[C@H](COC[C@@H](O)CN2C(=O)c2ccncc2)O1)NC1CCC1	4	1.8	0	1	-25	4	-1[16.7 µM]	3
14	O=C(O)CC(c1cccc2ccccc12)N1Cc2ccccc2C1=O (stereo unspecified)	-1	0.1	-20	-3	6	-1	1	0
15	Cc1nn(C)cc1C1Nc2ccccc2C(=O)N1O (stereo unspecified)	8	/	0	3	1	3	5	/
16	CC(=O)N1CCc2c(sc(NC(=O)C3CCCN3S(=O)(=O)c3cccs3)c2C#N)C1 (stereo unspecified)	/	-1.7	3	0	7	-1	/	12

2 compounds picked at random from the list so far, as already listed:
No.	SMILES	PGC1a acetyl inh	F508del corr	FN deposition inh	PglD DTNB	Statin myotox sup	Cneo AK release	miR-122 sensor	INS-1E GSIS act
15	Cc1nn(C)cc1C1Nc2ccccc2C(=O)N1O (stereo unspecified)	8	/	0	3	1	3	5	/
16	CC(=O)N1CCc2c(sc(NC(=O)C3CCCN3S(=O)(=O)c3cccs3)c2C#N)C1 (stereo unspecified)	/	-1.7	3	0	7	-1	/	12

More entries follow.
No.	SMILES	PGC1a acetyl inh	F508del corr	FN deposition inh	PglD DTNB	Statin myotox sup	Cneo AK release	miR-122 sensor	INS-1E GSIS act
17	Cc1ccnc(NS(=O)(=O)c2ccc(NC(=O)c3ccc(C)o3)cc2)n1	8	/	-15	/	-7	-2	0	/
18	CN1CCC(=O)N([C@H](CO)c2ccccc2)CC1	4	-0.1	7	1	0	3	-3	/
19	COc1ccccc1NC(=O)COC(=O)c1ccc(N2CCCC2=O)cc1	-5	-1.1	-3	0	11	-1	/	1
20	Cc1cccc(NC(=O)CN2CCN(CC(=O)NCc3ccc(Cl)cc3Cl)CC2)c1C	9	3.5	2	-4	7	-2	6	-3
21	COC(=O)COc1ccc(NC(=O)Cn2nc(-c3ccccc3)c3ccccc3c2=O)cc1	0	-3.5	-3	0	-6	1	/	18
22	Cc1cnc(NC(=O)COc2ccccc2)s1	-4	/	11	-3	6	-2	10	21
23	CCC(c1nnc(SCC(=O)Nc2cc(S(C)(=O)=O)ccc2Cl)n1Cc1ccccc1)N(C)C (stereo unspecified)	3	-1.4	-7	6	-6	-1	-4	-7
24	Cc1ccc(Nc2nc(=O)c3cccnc3s2)cc1	-14	/	/	1	-10	-2	/	24
25	COc1cccc(C#Cc2ccc3c(c2)O[C@H](CN(C)C(=O)CN2CCOCC2)[C@@H](C)CN([C@@H](C)CO)S3(=O)=O)c1	-6	4.3	7	-1	4	-1	19[16.7 µM]	1
26	O=C(CCc1nnc2ccc(NCc3ccco3)nn12)Nc1ccc(F)cc1	5	1.0	-12	-4	-2	-1	5	6
27	Cc1noc(C)c1NC(=O)N[C@H]1C=C[C@H](CC(=O)N2CCN(C)CC2)O[C@@H]1CO	-6	0.7	/	1	-5	10	/	-8
28	Cc1cc(C)c2cc(C#N)c(NCCNC(=S)NCCCN3CCOCC3)nc2c1	-2	2.7	-6	-3	-15	-1	-5	21
29	CCC(C)Sc1cc(-c2nc3ccc(C)cn3c2NCc2ccccc2)ccc1OC (stereo unspecified)	-12	0.2	-8	-2	-171	4	-16	-30
30	CC(=O)c1ccc(N2CCN(C(=O)c3ccc4c(=O)n(-c5ccccc5)c(=O)[nH]c4c3)CC2)cc1	0	/	-2	3	0	1	0	/
31	COc1cccc2c1-c1c(O)cccc1C2=O	/	0.6	4	-9	2	0	/	15
32	COC(=O)c1ccccc1NC(=O)C1CCCO1 (stereo unspecified)	5	/	15	1	/	9	-5	37
33	Nc1ccc2c(c1)[nH]c(=O)c1cc(N)ccc12	-3	-2.3	-2	-2	-2	0	3	/
34	CC1(C)CC(=O)C=C(c2ccc(-c3ccccc3)cc2)C1	8	-0.6	-2	0	-18	-4	-4	1
35	O=C(Cc1cccs1)NNC(=O)c1ccccc1Cl	/	-0.7	1	5	5	1	/	15
36	O=C(c1ccccc1)N1CCN(CC2CC=CCC2)CC1 (stereo unspecified)	/	/	0	-2	/	9	-5	/
37	NC1=NN=C(c2ccc3c(c2)OCCO3)CS1	4	-2.2	-2	-3	-6	-3	-3	11
38	O=C(/C=C/c1ccccc1)Oc1ccccc1C(=S)N1CCOCC1	/	-2.9	-4	/	/	/	-14	16
39	C#CCN(Cc1ccco1)C(=O)c1ccc(OC2CCN(Cc3ccccn3)CC2)cc1	-4	-0.4	5	-7	/	-1	-5	6
40	COc1ccc(-n2nc(C(=O)NCC(=O)N3CCCCC3)c3ccccc3c2=O)cc1	/	1.5	-6	0	0	-12	-1	7
41	c1ccc(-c2cn3c(n2)SCC3)cc1	-6	/	/	0	/	-5	0	/
42	COc1ccc(C(=O)N2CCC(C(=O)Nc3ccccc3C)CC2)cc1OC	-3	-3.4	-5	/	/	/	/	12
43	COc1cccc(N2C(=O)/C(=C\c3cccs3)NC2=S)c1	-3	0.9	6	/	6	/	-5	5
44	C[C@H]1CN([C@@H](C)CO)C(=O)Cc2cc(NC(=O)C3CCCCC3)ccc2O[C@@H]1CN(C)Cc1ccncc1	11	0.8	/	20	-13	5	-3[16.7 µM]	15
45	C[C@@H](NC(=O)C[C@@H]1CC[C@H](NC(=O)C2CC2)[C@H](CO)O1)c1ccccc1	-6	-0.9	-12	8	-3	-1	/	12
46	O=C(CCCN1C(=O)C(c2ccccc2)Oc2cccnc21)NCc1ccc(F)cc1 (stereo unspecified)	-3	-1.4	0	0	10	1	36	5
47	COc1ccc(Br)cc1CN(C)CC(O)COc1ccc(Br)cc1 (stereo unspecified)	-3	-0.5	4	3	-4	0	-2	-5
48	C=C(C)C(=O)Nc1ccc2c(c1)OCCOCCOCCO2	-6	1.0	-1	-1	/	-2	1	18
49	O=C(NCCc1cccc(Cl)c1)C1CCC(=O)N(Cc2ccc(Cl)cc2)C1 (stereo unspecified)	-5	2.9	-3	-5	15	-4	1	-43
50	COc1cccc(OC)c1NC(=O)c1nc2c(nnn2Cc2ccccc2Cl)c(=O)[nH]1	-3	-2.6	7	3	2	-1	-1	-20
51	O=C(CSc1nnc(CNC(=O)c2ccc(F)cc2)o1)NCc1ccccc1Cl	/	-0.3	2	3	6	2	5	0
52	Cc1sc(NC(=O)C2CSC3(C)CCC(=O)N23)nc1-c1ccc(F)cc1 (stereo unspecified)	9	1.1	/	1	/	-4	3	5
53	CCCNC(=O)[C@H]1[C@H](CO)[C@H]2Cn3c(ccc(C4=CCCC4)c3=O)[C@@H]1N2C(=O)CC	/	/	/	-2	-16	1	/	12
54	CCn1c(CNC(=O)c2ccc3c(c2)OCO3)nnc1SCC(=O)Nc1ccccc1F	7	0.2	4	-3	-25	2	0	5
55	Cc1ccc(C(=O)C[n+]2cc(-c3ccc(C)cc3)n3c2CCCCC3)cc1	-11	/	-6	2	-228	2	-26	-42
56	CCS(=O)(=O)c1nc(S(=O)(=O)c2ccc(Cl)cc2)c(N2CCC(O)CC2)s1	-7	0.4	14	-3	-9	-5	2	5
57	CC(C)NC(=O)N[C@H]1CC[C@@H](CCNC(=O)C2CCCC2)O[C@H]1CO	3	-0.5	0	/	-1	/	/	1
58	FC(F)(F)c1ccccc1NC(=S)N1CCN(c2ccccn2)CC1	-17	-0.2	-6	-2	6	-1	1	-3
59	CCOC(=O)COc1ccc(S(=O)(=O)NCc2ccncc2)cc1	3	/	/	-2	20	3	-5	/
60	CS/C(=C\[N+](=O)[O-])Nc1ccc(OC(F)(F)F)cc1	/	-3.4	5	-3	/	7	/	-9
61	CN1CCN(C(=O)c2ccc(Cc3cn(C)c4ccccc34)nc2)CC1	/	0.3	-6	7	3	2	0	27
62	Cc1ccc(S(=O)(=O)Nc2ccc3c(c2)C(=O)N([C@H](C)CO)C[C@@H](C)[C@@H](CN(C)S(=O)(=O)c2cccs2)O3)cc1	-6	-0.7	/	0	-25	-2	38[16.7 µM]	-3
63	CCc1cnc(N2[C@H](CO)[C@@H](c3ccc(C4=CCCCC4)cc3)[C@@H]2C#N)s1	-15	7.3	1	3	24	-4	/	-3
64	COc1ccccc1Nc1ccc(NC(=O)c2cccc([N+](=O)[O-])c2C)cc1	/	0.4	5	1	-21	1	16	-12
65	COc1ccc(CNC(=O)c2sc(=O)n(Cc3cc(Cl)ccc3OC)c2C)cc1	/	-3.3	4	7	-17	-1	/	-20
66	CCCc1cc(C(=O)Nc2cccc(-c3nn[nH]n3)c2)sc1C	1	-1.2	-3	-1	-6	-21	4	10
67	CCOc1cc(-c2nc(-c3ccc(C)nc3OC)no2)cc(OCC)c1OCC	-4	/	-4	0	-7	2	-6	/
68	CC1CC(=O)C2=C(C1)OC(N)=C(C#N)C2c1coc2ccccc2c1=O (stereo unspecified)	/	/	-28	2	-1	0	14	/
69	O=C(Nc1ccc(N2CCOCC2)cc1)c1cn2ccccc2n1	-10	/	/	0	-87	-19	-2	/
70	CCOC(=O)c1cc([N+](=O)[O-])cc([N+](=O)[O-])c1Sc1ncnc2nc[nH]c12	6	3.5	2	/	/	/	8	-47
71	COCC(=O)Nc1ccc2c(c1)C(=O)N(C)[C@@H]1CC[C@@H](CC(=O)NCc3ccccc3F)O[C@H]1CO2	-3	-2.6	-5	3	-24	-5	-8[16.7 µM]	5
72	CCOC(=O)c1cnc2c(c(C)nn2CC)c1NC1CC1	1	5.0	5	4	19	-5	-1	29

No enrichment for hits; about 2.1% have a hit in one of these screens.
